Compound activity as filed in PubChem.
DAGLB inhibitor: DAGLB lipase inhibitors, primary screen, biochemical, fluorescence, HTS | Diacylglycerol lipase-beta (Homo sapiens), Q8NCG7 | HEK293T DAGLB membrane lysate, EnzChek fluorogenic substrate | inhibition, % at 5.17 µM | 340,000 tested, 0.059% active | AID 504411, 2011; in the data active = inhibition above about 34%;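 also: 0% = enzyme with vehicle and 100% = wells lacking enzyme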
Target sequence (Q8NCG7 whole entry, looked up): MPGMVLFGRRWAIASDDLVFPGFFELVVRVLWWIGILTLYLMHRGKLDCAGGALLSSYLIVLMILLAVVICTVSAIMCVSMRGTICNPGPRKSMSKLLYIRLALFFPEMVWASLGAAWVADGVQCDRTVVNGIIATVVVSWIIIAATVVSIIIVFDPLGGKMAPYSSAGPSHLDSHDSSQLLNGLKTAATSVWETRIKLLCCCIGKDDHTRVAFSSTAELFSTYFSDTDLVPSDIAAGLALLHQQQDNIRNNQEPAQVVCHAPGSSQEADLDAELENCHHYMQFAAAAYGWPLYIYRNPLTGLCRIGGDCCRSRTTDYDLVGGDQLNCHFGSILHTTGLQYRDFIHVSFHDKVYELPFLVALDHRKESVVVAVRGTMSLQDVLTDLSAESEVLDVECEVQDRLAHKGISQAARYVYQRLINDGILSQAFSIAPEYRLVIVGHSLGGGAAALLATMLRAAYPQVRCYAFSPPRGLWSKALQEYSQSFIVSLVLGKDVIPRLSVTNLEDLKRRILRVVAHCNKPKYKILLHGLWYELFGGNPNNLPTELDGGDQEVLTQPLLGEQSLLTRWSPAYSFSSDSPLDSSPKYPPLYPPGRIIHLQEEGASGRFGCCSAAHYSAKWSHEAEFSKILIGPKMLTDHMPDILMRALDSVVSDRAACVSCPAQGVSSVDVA
Wnt bcat act: Wnt/beta-catenin pathway activators, primary screen, cell-based, plate reader, single point; Wnt/beta-catenin reporter cell assay, activator; activation, % at 9.35 µM; 300,000 tested, 1.2% active; AID 743398, 2014; in the data active = activation above about 30%, passing the limit was not always enough;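 also: 0% = neutral control wells and 100% = positive control wells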
phage Ecoli inh: growth loss of phage-infected E. coli, primary screen, RecBCD inhibitor project, absorbance, with phage, HTS; 360,000 tested, 0.26% active; inhibition, % at 11.9 µM; in the data active = inhibition above about 11%
Starred values were filed as active, the others as inactive. Some of the compounds tested; rates above refer to the full screens.

SMILES	DAGLB inhibitor	Wnt bcat act	phage Ecoli inh
COC(=O)C1C2CC3c4[nH]c5cc(OC)ccc5c4CCN3CC2CC(OC2CCCCO2)C1OC (stereo unspecified)	-11.8	2.9	2.5
CCOc1ccc(S(=O)(=O)NCCC(=O)NCC(c2ccc(OC)cc2)N2CCOCC2)cc1 (stereo unspecified)	-3.7	-1.1	3.6
O=C(CC1CCCC1)NCCS(=O)(=O)N1CCN(c2ccccc2)CC1	-4.4	-3.9	1.4
CC1=C(C(=O)N(C)C)CC(CC(=O)NCCc2ccccn2)C(=O)N1Cc1ccc(F)cc1 (stereo unspecified)	6.0	-1.5	2.1
CC1CCCCC12NC(=O)N(CC(=O)Nc1ccc3c(c1)OCO3)C2=O (stereo unspecified)	2.7	-2.4	2.5
CCOC(=O)CCCCCC(=O)Nc1ccc2c(c1)C(=O)N([C@H](C)CO)C[C@@H](C)[C@@H](CN(C)C(=O)CCC(F)(F)F)OCCCC[C@H](C)O2	-0.5	-1.2	-0.7
CC1NC(=O)c2cccnc2-n2c1nc1cc(F)c(F)cc1c2=O (stereo unspecified)	-0.2	-1.2	1.0
C[C@@H]1CN([C@H](C)CO)C(=O)CCCn2nncc2CO[C@@H]1CN(C)S(=O)(=O)c1cn(C)cn1	-0.8	-0.7	3.3
Nc1nc(SCc2ccccc2)sc1C(=O)N1CCCCC1	-5.5	42.8*	1.7
COc1ccc([C@H]2C[C@@H](n3cc(COC(=O)c4ccccc4)nn3)[C@H](O)CN2C(=O)c2cccs2)cc1	0.4	-3.2	0.7
CCCCCC(=O)N1C[C@@H](n2cc(COC(=O)c3ccccc3)nn2)[C@H](O)C[C@@H]1c1ccc(C)cc1	-1.3	-3.1	1.0
COc1ccc(OC(=O)OCc2ccccc2)cc1	-9.2	-2.5	3.6
O=C1CC(SC(=S)C2CCCC2=O)C(=O)N1 (stereo unspecified)	-2.4	-3.6	1.8
Cc1ccc(-c2nc3ccc(Cl)cn3c2CC(C)(C)C)cc1	-24.1	7.9	1.2
CNC(=O)C[C@@H]1C(=O)N(c2ccc(OC)cc2)CC1(C)C	-1.6	-2.3	2.6
Cc1nn(C2CCS(=O)(=O)C2)c(C)c1CN(C)C(=O)c1ccc(F)cc1 (stereo unspecified)	-1.5	-1.6	1.2
COc1ccc(C2CC(=O)C=C3c4ccc(OC)cc4CCC32)cc1 (stereo unspecified)	-7.7	-0.3	2.4
CCCCCCn1c(=O)n2n(c1=O)[C@@H]1CN(S(=O)(=O)c3ccc(C)cc3)C[C@]1(O)[C@@H](OC(=O)NCc1ccccc1F)C2	19.1	-4.1	-1.7
Cc1ccc(S(=O)(=O)NN=C2CC(C)(C)CC(=O)C2(C)C)cc1	-0.1	0.8	3.4
COc1ccc2sc(C)cc(=O)c2c1	-1.3	-4.7	2.9
CCC(=O)N(C)C[C@@H]1Oc2ncc(Br)cc2C(=O)N([C@H](C)CO)C[C@H]1C	-1.1	1.0	0.4
NS(=O)(=O)c1cccc(NC(=O)CSc2nnc(NC3CC3)s2)c1	-3.2	-6.9	3.9
Cc1cccc(C)c1OCC(O)CN1CCN(C(=O)c2ccccc2)CC1 (stereo unspecified)	-1.8	-1.7	0.8
COc1cccc(-c2ccc3c(c2)O[C@H](CN(C)C(=O)c2ccccc2F)[C@H](C)CN([C@H](C)CO)S3(=O)=O)c1	-5.3	-1.9	4.9

3 entries already listed, arranged by their value in Wnt bcat act, ascending:
SMILES	DAGLB inhibitor	Wnt bcat act	phage Ecoli inh
CNC(=O)C[C@@H]1C(=O)N(c2ccc(OC)cc2)CC1(C)C	-1.6	-2.3	2.6
Cc1cccc(C)c1OCC(O)CN1CCN(C(=O)c2ccccc2)CC1 (stereo unspecified)	-1.8	-1.7	0.8
Cc1ccc(S(=O)(=O)NN=C2CC(C)(C)CC(=O)C2(C)C)cc1	-0.1	0.8	3.4

Random excerpt: 3 entries already listed
SMILES	DAGLB inhibitor	Wnt bcat act	phage Ecoli inh
COc1ccc([C@H]2C[C@@H](n3cc(COC(=O)c4ccccc4)nn3)[C@H](O)CN2C(=O)c2cccs2)cc1	0.4	-3.2	0.7
CNC(=O)C[C@@H]1C(=O)N(c2ccc(OC)cc2)CC1(C)C	-1.6	-2.3	2.6
O=C(CC1CCCC1)NCCS(=O)(=O)N1CCN(c2ccccc2)CC1	-4.4	-3.9	1.4

(listing goes on)
SMILES	DAGLB inhibitor	Wnt bcat act	phage Ecoli inh
C[C@@H]1CN([C@H](C)CO)C(=O)CCCn2nncc2CO[C@H]1CN(C)S(=O)(=O)c1ccc2ccccc2c1	-4.2	4.7	2.9
COc1ccc(S(=O)(=O)N(C)C[C@H]2OCc3cnnn3CCCC(=O)N([C@@H](C)CO)C[C@H]2C)cc1	1.8	-0.4	2.4
CNc1n[nH]c(-c2ccccc2)n1	-1.7	-7.0	4.0
C[C@@H]1CN([C@@H](C)CO)S(=O)(=O)c2ccc(C#CC3CCCCC3)cc2O[C@@H]1CN(C)Cc1cccnc1	-4.1	-9.3	3.0
N#Cc1cnn(-c2cc(Cl)ccc2Cl)c1N	-3.8	1.8	0.8
CCN(CC)C(=O)C1=C(C)N(CCCOC)C(=O)C(CC(=O)NCC2CCCCC2)C1 (stereo unspecified)	0.3	-2.0	2.4
COc1ccc(NC(=O)C2CCN(S(=O)(=O)c3ccc(Cl)c(C(F)(F)F)c3)CC2)cn1	-0.9	-1.8	6.1
CCN(CC)c1ccc(NC(=O)COC(=O)CCc2cc(OC)c(OC)c(OC)c2)cc1	1.2	0.2	4.0
C[C@@H]1Cn2cnc(C(=O)N[C@@H](Cc3c[nH]c4ccccc34)C(=O)OC(C)(C)C)c2C(=O)N1	4.1	-0.7	2.9
COC(=O)C[C@H]1C[C@@H]2c3cc(NC(=O)CN(C)C)ccc3O[C@@H]2[C@H](CO)O1	0.8	-0.8	3.0
C/C(=N\NC(=O)c1ccccc1-n1cccc1)c1ccccn1	-1.9	0.3	-5.1
C[C@H](CO)N1C[C@H](C)[C@@H](CN(C)Cc2cccnc2)OCc2cnnn2CCCC1=O	-5.7	-0.1	3.9
CC(C)Cn1c(SCC(=O)NC2CC2)nc2ccccc21	-2.1	0.6	1.5
C[C@@H]1CN([C@H](C)CO)C(=O)CCCn2nncc2CO[C@@H]1CN(C)S(=O)(=O)c1ccc(Cl)cc1	0.5	-1.7	-1.8
C[C@@H]1CN([C@H](C)CO)S(=O)(=O)c2ccc(C#CC3CCCC3)cc2O[C@H]1CN(C)C(=O)Cc1ccccc1	1.9	-4.8	2.0
Cc1occc1C(=O)N(C)CC1CCCN(CCc2ccc(Cl)cc2)C1 (stereo unspecified)	-2.1	-1.4	1.4
C[C@@H]1CN([C@@H](C)CO)C(=O)CCCn2nncc2CO[C@H]1CN(C)C(=O)Cc1ccccc1	-2.2	0.7	3.1
O=C(CCSc1nc(-c2ccccc2)c(-c2ccccc2)o1)N1CCCCC1	-17.5	-7.7	3.2
C[C@H]1CN([C@@H](C)CO)C(=O)CCCn2nncc2CO[C@H]1CN(C)S(=O)(=O)c1ccc2c(c1)OCCCO2	-4.0	-6.9	-0.2
Cn1cc(C=CC(=O)O)c2nccnc21	-0.1	-4.1	2.9
Cc1ccc(S(=O)(=O)N(C)C[C@H]2OCc3cnnn3CCCC(=O)N([C@@H](C)CO)C[C@H]2C)cc1	-5.0	-2.5	2.5
CCC1Oc2ccccc2N(CC(=O)N2CCCC2)C1=O (stereo unspecified)	-0.8	-0.1	1.8
COCCCn1c(C(=O)Nc2ccc3c(c2)OCO3)cc2c(=O)n3cccc(C)c3nc21	-3.0	-1.0	2.2
C[C@H](CO)N1C[C@H](C)[C@@H](CN(C)Cc2cccc(O)c2)OCc2cnnn2CCCC1=O	-1.8	-1.4	2.8
O=c1[nH]cc(CCc2ccccc2)c(=O)[nH]1	-3.6	-7.7	3.9
COc1ccc(CN2C(=O)c3ccccc3C2=O)cc1C(=O)N(C)CC(=O)Nc1ccc(C)cc1	-2.8	2.3	0.4
COc1cc(N=Nc2ccc(Br)cc2)cc(C=O)c1O	37.9*	-3.1	3.4
CC1CN(C(=O)COC(=O)c2cncc(Br)c2)CC(C)O1 (stereo unspecified)	-1.3	-1.8	3.0
Nc1nc(N)c2cc(CNc3ccc(Cl)c(Cl)c3)ccc2n1	3.5	-2.5	57.6*
COc1ccc(CC(=O)NCc2cccc(Cl)c2)cc1S(=O)(=O)N1CCOCC1	-1.5	-2.6	2.3
CCCCCCN1C[C@@H](O)[C@H](n2cc(COC(=O)c3ccccc3)nn2)C[C@@H]1c1ccccc1	-8.3	-2.6	3.4
COc1ccccc1-c1ccc([C@@H]2C[C@H]3[C@@H](CN2)CON3C)cc1	3.3	7.4	3.9
O=C(COC(=O)Cc1ccccc1F)NCc1ccccc1Cl	-2.7	-1.9	3.9
COc1cccc(C(=O)NCCS(=O)(=O)N2CCCC(C)C2)c1 (stereo unspecified)	-1.4	-2.9	1.8
O=C(Nc1ccc(NC(=S)NC(=O)c2ccco2)cc1)c1ccc(Br)cc1	0.4	-9.3	1.0
O=S(=O)(Nc1nc(-c2ccco2)c(-c2ccco2)s1)c1ccc(F)cc1F	7.5	-1.0	1.7

An excerpt from the list above:
SMILES	DAGLB inhibitor	Wnt bcat act	phage Ecoli inh
O=c1[nH]cc(CCc2ccccc2)c(=O)[nH]1	-3.6	-7.7	3.9
COc1ccc(CN2C(=O)c3ccccc3C2=O)cc1C(=O)N(C)CC(=O)Nc1ccc(C)cc1	-2.8	2.3	0.4
COc1cc(N=Nc2ccc(Br)cc2)cc(C=O)c1O	37.9*	-3.1	3.4

(cont.)
SMILES	DAGLB inhibitor	Wnt bcat act	phage Ecoli inh
CC(NS(=O)(=O)c1cc2c3c(c1)CCN3C(=O)CC2)c1ccccc1 (stereo unspecified)	-1.7	1.1	4.0
CCN1C(=O)[C@H]2[C@@H](c3ccc(C)cc3)N[C@]3(CCCN(CC4CCCCC4)C3=O)[C@H]2C1=O	1.3	0.3	4.2
CN(CC(=O)Nc1cccc(S(=O)(=O)N(C)c2ccccc2)c1)Cc1cccs1	-4.9	-1.6	4.5
C[C@@H]1CN([C@@H](C)CO)C(=O)CCCn2cc(nn2)CO[C@H]1CN(C)S(=O)(=O)c1ccccc1F	-1.3	1.3	2.8
Cc1ccc(-c2ccc(CN3C(C(C)C)C(=O)N(Cc4cn(Cc5ccco5)nn4)CCS3(=O)=O)cc2)cc1 (stereo unspecified)	-0.1	-5.8	-1.4
Cc1ccc(NC(=O)CSc2nnnn2C)cc1S(=O)(=O)N1CCCCC1	-1.2	-0.9	3.6
CCN1C(=O)[C@H]2[C@@H](c3ccc(OC)cc3)N[C@]3(CCCN(Cc4ccc(Cl)cc4)C3=O)[C@H]2C1=O	-3.4	-1.7	2.3
COc1ccc([C@H]2C[C@@H](n3cc(-c4ccc(F)cc4)nn3)[C@H](O)CN2Cc2cccs2)cc1	4.7	2.8	2.6
CN(C)c1ccc(N=Nc2nccs2)cc1	33.8	-3.5	6.0
Cc1nc(Cc2nnc(SCC(=O)N3c4ccccc4NC(=O)C3(C)C)o2)cs1	0.2	-3.7	0.7
COc1ccc(-n2nc3c(c2NC(=O)c2ccccc2)CS(=O)(=O)C3)cc1	-3.1	-0.6	2.8
C[C@H](CO)N1C[C@H](C)[C@@H](CN(C)C(=O)c2ccncc2)OCc2cnnn2CCCC1=O	-2.4	-1.4	3.6
COc1ccc(C(=O)N2C=Cc3ccccc3C2C#N)cc1 (stereo unspecified)	-6.4	6.6	3.8
COc1ccc(S(=O)(=O)N(C)C[C@@H]2OCc3cnnn3CCCC(=O)N([C@H](C)CO)C[C@@H]2C)cc1	3.4	-1.3	2.1
O=C(COC(=O)c1c(F)cccc1F)Nc1cccc(S(=O)(=O)N2CCCCC2)c1	0.9	1.5	2.3
FC(F)(F)c1nc2nccnc2[nH]1	-1.9	-1.2	2.9
Cn1c(=O)c2c(-c3ccccc3)n(-c3ccccc3S)cc2n(C)c1=O	-1.9	-0.3	3.9
COC(=O)C1CC(c2ccccc2)N(c2ccccc2)O1 (stereo unspecified)	-9.1	0.2	1.6
Cc1ccc(-c2ccc(CN3C(C(C)C)C(=O)N(Cc4cn(CCC5OCCO5)nn4)CCS3(=O)=O)cc2)cc1 (stereo unspecified)	2.5	-0.7	-0.7
CSc1ncnc2c1ncn2CCCNCC(C)c1ccccc1 (stereo unspecified)	1.1	-0.2	1.6
CCOC(=O)C1CCc2c(ccc3ccccc23)N1CCC#N (stereo unspecified)	-1.4	-2.1	1.1
CC(C)CSCC1OC(n2cnc3c(N)nccc32)C(O)C1O (stereo unspecified)	2.9	-2.5	0.1
CN(CCCn1ccc(NC(=O)OCc2ccccc2)nc1=O)CCc1ccccn1	-0.9	-1.5	3.9
COc1ccccc1NC(=O)CN(Cc1ccco1)C(=O)c1cc(Cl)c(OC)c(OC)c1	-4.8	-3.1	5.1
Cc1cc(=O)c2c(=O)[nH][nH]c2[nH]1	-8.7	-4.0	2.1
O=C(NCCO)C(=O)NCC(c1cccs1)S(=O)(=O)c1ccc(F)cc1 (stereo unspecified)	0.1	3.0	2.1
CC1=C(C(=O)N2CCOCC2)CC(CC(=O)NCC2CCCCC2)C(=O)N1Cc1ccc(F)cc1 (stereo unspecified)	-0.3	-1.2	0.9
COc1ccc(N2C(=O)CC(Sc3nccc(C)n3)C2=O)c(OC)c1 (stereo unspecified)	-0.6	-1.0	2.2
CCCC(=O)N(Cc1cc2cc(OC)ccc2[nH]c1=O)c1ccccc1OC	2.4	-0.9	2.8
NS(=O)(=O)c1ccc(CCNC(=O)CSc2nc3ccsc3c(=O)n2Cc2ccccn2)cc1	-0.1	35.8*	5.4
CNC(=O)C[C@H]1C(=O)N(c2ccc(OC)cc2)C[C@@H]1C	2.8	-1.5	2.4
